# Screening data: PubChem BioAssay, The Scripps Research Institute Molecular Screening Center
# PAFAH1B2 FP inh – PAFAH1B2 (human) inhibition. inhibition, % at 3.39 µM. recombinant PAFAH1B2, FP-rhodamine activity probe, fluorescence polarization. 340,000 compounds, 1.2% hits;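 active means inhibition above the mean of all tested compounds plus 3 SD, cut at about 24% in these data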;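 further: 0% = enzyme with DMSO and 100% = wells lacking PAFAH1B2; many of its hits are not listed in these tables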
# pPAFAH inh – pPAFAH (human) enzyme inhibition. inhibition, % at 3.39 µM. 330,000 compounds, 1.5% hits. recombinant pPAFAH, FP-rhodamine probe fluorescence polarization. AID 463082;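 active means inhibition above the mean inhibition across the screen plus 3 SD, cut at about 25% in these data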;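 further: inhibitors block binding of the rhodamine activity-based probe so polarization drops; 0% = enzyme with DMSO and 100% = wells lacking pPAFAH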
# Target sequence (Q13093 whole entry, looked up): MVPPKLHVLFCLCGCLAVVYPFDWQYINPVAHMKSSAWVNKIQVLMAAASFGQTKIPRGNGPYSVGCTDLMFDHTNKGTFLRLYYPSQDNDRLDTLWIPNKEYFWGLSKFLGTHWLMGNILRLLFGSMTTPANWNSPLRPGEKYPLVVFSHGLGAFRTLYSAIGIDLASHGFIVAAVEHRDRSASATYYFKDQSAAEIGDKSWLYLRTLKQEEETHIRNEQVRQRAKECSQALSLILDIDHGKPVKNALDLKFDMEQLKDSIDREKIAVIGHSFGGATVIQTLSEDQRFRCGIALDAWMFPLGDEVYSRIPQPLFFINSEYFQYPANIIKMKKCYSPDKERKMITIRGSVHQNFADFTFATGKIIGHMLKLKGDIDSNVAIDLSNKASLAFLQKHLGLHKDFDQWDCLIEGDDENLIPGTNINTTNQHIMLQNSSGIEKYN
# GSTO1 counter – blocks human GSTO1 in RBBP9 counter-screen; AID 1974; 300,000 compounds, 1.1% hits; recombinant GSTO1, activity-based probe fluorescence polarization; inhibition, % at 5.96 µM; P78417;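 active means inhibition above the campaign mean inhibition plus 3 SD, cut at about 35% in these data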;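 further: 0% = GSTO1-1 with DMSO and 100% = wells lacking GSTO1-1 enzyme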
# Target sequence (P78417 whole entry, looked up): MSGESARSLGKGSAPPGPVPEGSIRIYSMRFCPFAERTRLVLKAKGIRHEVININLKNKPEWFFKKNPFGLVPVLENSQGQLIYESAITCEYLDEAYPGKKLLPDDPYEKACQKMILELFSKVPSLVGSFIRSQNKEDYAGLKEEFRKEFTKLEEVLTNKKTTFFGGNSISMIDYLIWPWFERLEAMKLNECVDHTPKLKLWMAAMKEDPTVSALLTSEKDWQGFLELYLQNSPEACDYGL
# PAFAH2 inh – inhibitors of human PAFAH2; Q99487; recombinant PAFAH2, FP-rhodamine activity probe, fluorescence polarization; inhibition, % at 3.39 µM; 340,000 compounds, 0.99% hits;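 active means inhibition above the mean over all tested compounds plus 3 SD, cut at about 30% in these data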;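 further: inhibitors block probe labeling of enzyme so polarization drops; 0% = enzyme with DMSO and 100% = wells lacking PAFAH2 protein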
# PREPL inhibitor – inhibitors of human prolyl oligopeptidase-like enzyme PREPL; recombinant PREPL, fluorescence polarization activity-based probe; inhibition, % at 5.96 µM; 320,000 compounds, 0.68% hits; AID 2751; in the data active means inhibition above about 43%;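 further: 0% = enzyme with DMSO and 100% = wells lacking enzyme; many of its hits are not listed in these tables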
# LYPLA2 counter – counter-screen for PME1 inhibitors: inhibitors of human LYPLA2. inhibition, % at 5.9 µM. recombinant LYPLA2, FP-Rh probe fluorescence polarization. AID 2177. 320,000 compounds, 0.38% hits. O95372;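 active means inhibition above the screen-wide mean plus 3 SD, limit set per campaign, cut at about 26% in these data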;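 further: 0% = LYPLA2 with DMSO and 100% = wells lacking LYPLA2 enzyme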
# Target sequence (O95372 whole entry, looked up): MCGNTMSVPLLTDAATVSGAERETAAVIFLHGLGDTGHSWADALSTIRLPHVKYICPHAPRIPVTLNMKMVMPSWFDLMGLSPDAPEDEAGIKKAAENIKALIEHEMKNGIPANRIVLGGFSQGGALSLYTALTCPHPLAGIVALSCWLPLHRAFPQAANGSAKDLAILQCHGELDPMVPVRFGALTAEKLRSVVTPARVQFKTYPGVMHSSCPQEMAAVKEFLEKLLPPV
# LYPLA1 counter – blocks human lysophospholipase 1, a PME1 counter-screen; 320,000 compounds, 0.16% hits; recombinant LYPLA1, FP-Rh probe fluorescence polarization; inhibition, % at 5.9 µM; O75608;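 active means inhibition above the mean of all tested compounds plus 3 SD, set per campaign, cut at about 14% in these data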;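 further: inhibitors block serine hydrolase probe labeling of LYPLA1 so polarization falls; 0% = enzyme with DMSO and 100% = wells lacking LYPLA1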
# PAD4 inh – blocks human protein arginine deiminase 4. inhibition, % at 6.36 µM. AID 485272. 330,000 compounds, 0.41% hits. Q9UM07. recombinant PAD4, RCA probe fluorescence polarization;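 active means percent inhibition above a cutoff equal to the mean of all tested compounds plus 3 SD, cut at about 15% in these data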;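 further: 0% = PAD4 with RCA probe and DMSO and 100% = probe without PAD4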
# PAFAH1B3 FP inh – inhibitors of human PAFAH1B3; recombinant PAFAH1B3, FP-rhodamine probe, fluorescence polarization; 340,000 compounds, 0.28% hits; Q15102; inhibition, % at 3.39 µM; AID 492972;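 active means inhibition above the screen-wide average of all tested compounds plus 3 SD, cut at about 25% in these data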;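 further: 0% = enzyme with DMSO only and 100% = wells lacking PAFAH1B3 protein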
# Numbers without * were called inactive; x = no result given. Some of the compounds tested (hit frequency here may not be typical).
# Sequence of screens: PAFAH1B2 FP inh	pPAFAH inh	GSTO1 counter	PAFAH2 inh	PREPL inhibitor	LYPLA2 counter	LYPLA1 counter	PAD4 inh	PAFAH1B3 FP inh
1: CCCc1cc(=O)oc2cc(OC(C)C(=O)NCCCn3ccnc3)ccc12 (centres undefined)
  -5	2	3	-1	-2	0	0	-1	12
2: O=C(Nc1ccc(F)cc1F)c1csc(-c2ccccc2)n1
  -1	-11	6	-5	13	-11	-4	-6	11
3: CCCCc1nc2cc(C(=O)NCc3nccn3CC)ccc2o1
  3	2	1	4	-1	5	-1	-2	4
4: COc1ccc(CN2CCC(=O)N([C@H](CO)Cc3ccccc3)CC2)cc1
  3	1	-5	6	-3	-1	3	-2	-7
5: COc1ccc(-c2[nH]n(-c3ccc([N+](=O)[O-])cc3)c(=O)c2C=NCC2CCCO2)cc1 (centres undefined)
  2	-2	6	-1	5	-5	-2	-2	0
6: COCc1[nH]nc2c1C(c1c(F)cccc1Cl)C(C#N)=C(N)O2 (centres undefined)
  0	4	-14	-2	-3	-2	-4	0	2
7: O=C(CSc1nnnn1-c1ccc(Cl)cc1)N1CCNC1=O
  8	2	x	6	4	x	x	-4	8
8: CN(Cc1ccc(Cl)cc1)C(=O)CCl
  5	0	86*	1	-5	3	-1	-2	8
9: Cc1nc2ccccn2c1C(=O)NCCCN1CCOCC1
  -2	0	9	-10	10	12	-2	10	-3
10: COc1ccc(NC(=O)Cn2c(C)cc(=O)c3ccccc32)cc1
  6	0	1	-4	-4	0	-5	1	2
11: COCCCNC(=O)C12CCC(C)(C(=O)C1)C2(C)C (centres undefined)
  5	-5	3	5	7	-1	-3	5	3
12: Cc1c(O)ccc(NC(=O)/C=C/c2ccccc2)c1C
  5	3	12	-2	6	3	2	-3	2
13: CCOC(=O)c1nn(-c2ccc(F)cc2)c2nc(-c3ccccc3)c(C#N)c(=O)n12
  -2	-7	0	-1	20	-6	-1	0	1
14: COc1ccc(N2C(=O)N3[C@H](c4ccc(Cl)cc4)[C@@H]4C(=O)N(C5CCCCC5)C(=O)[C@@H]4[C@]3(C)C2=O)cc1
  3	-5	9	6	6	-8	-7	-3	-5
15: O=C(COc1ccc2ccccc2c1)NC1=NCCS1
  8	5	3	4	4	0	2	-4	9
16: O/C=c1\ccc2cccc3nc(C(F)(F)F)nc1c23
  9	40*	64*	12	16	-15	-2	-15	22
17: COc1cccc(C(=O)Nc2ccc(C)cc2)c1
  6	-2	5	-11	0	0	-4	-2	6
18: COc1ccc(-c2cc(C)no2)cc1S(=O)(=O)Nc1ccc(NC(C)=O)cc1
  -7	1	-1	13	14	11	-1	-2	-4
19: Cn1nnnc1SCC(=O)Nc1ccc(Oc2ccccc2)cc1
  6	11	4	4	3	12	2	1	3
20: CN(C)C(=O)CCc1ccc2c3c([nH]c2c1)[C@]1(C)[C@@H](C(=O)N2CCOCC2)C[C@H](CC(=O)NCc2ccco2)C(=O)N1CC3
  1	-2	x	3	x	x	x	2	4
21: COC(C(=O)NNS(=O)(=O)c1ccc([N+](=O)[O-])cc1)c1ccccc1 (centres undefined)
  4	8	16	3	-6	0	1	-2	5
22: COc1ccc(CN(C(=O)c2ccco2)C2CCS(=O)(=O)C2)cc1 (centres undefined)
  -3	1	4	-8	9	0	0	-5	6
23: O=C(Nc1nnc(SCc2ccc(Cl)cc2Cl)s1)C1COc2ccccc2O1 (centres undefined)
  11	4	-32	18	21	1	-2	-5	14
24: CC1(C)Cc2c(sc3[nH]c(=S)n(Cc4ccccc4)c(=O)c23)CO1
  -1	-1	5	8	18	-3	-2	-2	1
25: Oc1ccc(C23CC4CC(CC(C4)C2)C3)cc1O
  61*	24	17	8	0	6	-1	-1	4
26: CSc1nnc(C)c(=O)n1COC(=O)COc1ccc(F)cc1
  -2	3	5	-5	7	1	2	-1	9
27: CCCN1C(=O)c2ccc(C(=O)NCc3ccco3)cc2C1=O
  4	0	-1	1	-7	0	-2	0	2
28: CCCC(=O)N1CCN(C2=NS(=O)(=O)c3ccccc32)CC1
  0	6	5	1	4	3	-1	-1	0
29: COCCCNC(=S)Nc1ccc(N2CCCCC2)cc1
  1	5	6	2	-2	2	-3	-1	5
30: CC(C)c1cc(CN2CCN(CCC#N)CC2)cc(C(C)C)c1O
  -5	1	6	-2	3	-2	0	2	6

# Compound profiles (already shown).
# Profile of `CCCC(=O)N1CCN(C2=NS(=O)(=O)c3ccccc32)CC1` : PAFAH1B2 FP inh = 0; pPAFAH inh = 6; GSTO1 counter = 5; PAFAH2 inh = 1; PREPL inhibitor = 4; LYPLA2 counter = 3; LYPLA1 counter = -1; PAD4 inh = -1; PAFAH1B3 FP inh = 0
# Profile of `COc1ccc(N2C(=O)N3[C@H](c4ccc(Cl)cc4)[C@@H]4C(=O)N(C5CCCCC5)C(=O)[C@@H]4[C@]3(C)C2=O)cc1` : PAFAH1B2 FP inh = 3; pPAFAH inh = -5; GSTO1 counter = 9; PAFAH2 inh = 6; PREPL inhibitor = 6; LYPLA2 counter = -8; LYPLA1 counter = -7; PAD4 inh = -3; PAFAH1B3 FP inh = -5

# Quoted from above (four entries):
# Sequence of screens: PAFAH1B2 FP inh	pPAFAH inh	GSTO1 counter	PAFAH2 inh	PREPL inhibitor	LYPLA2 counter	LYPLA1 counter	PAD4 inh	PAFAH1B3 FP inh
20: CN(C)C(=O)CCc1ccc2c3c([nH]c2c1)[C@]1(C)[C@@H](C(=O)N2CCOCC2)C[C@H](CC(=O)NCc2ccco2)C(=O)N1CC3
  1	-2	x	3	x	x	x	2	4
21: COC(C(=O)NNS(=O)(=O)c1ccc([N+](=O)[O-])cc1)c1ccccc1 (centres undefined)
  4	8	16	3	-6	0	1	-2	5
22: COc1ccc(CN(C(=O)c2ccco2)C2CCS(=O)(=O)C2)cc1 (centres undefined)
  -3	1	4	-8	9	0	0	-5	6
23: O=C(Nc1nnc(SCc2ccc(Cl)cc2Cl)s1)C1COc2ccccc2O1 (centres undefined)
  11	4	-32	18	21	1	-2	-5	14

# Other structures
# Sequence of screens: PAFAH1B2 FP inh	pPAFAH inh	GSTO1 counter	PAFAH2 inh	PREPL inhibitor	LYPLA2 counter	LYPLA1 counter	PAD4 inh	PAFAH1B3 FP inh
31: Cc1ccsc1/C=c1\sc2ncnn2c1=O
  2	3	0	-5	-1	0	-3	4	6
32: O=[N+]([O-])c1cccc(C2=NCCS2)c1
  -1	1	1	-4	6	15	4	3	8
33: CC(SCc1ccccc1)C(=O)Nc1ccc2c(c1)OCO2 (centres undefined)
  0	7	10	4	6	4	-4	-5	-5
34: Cc1cccn2c(CN[C@@H]3CCCC[C@H]3c3ccccc3)c(C(=O)N3CCOCC3)nc12
  5	2	6	6	22	2	0	1	1
35: Fc1ccccc1OCCSc1nc2ccccc2o1
  -3	-2	-1	8	10	0	1	2	6
36: Cc1cccc(C)c1NC(=O)CNC(=O)c1ccc2c(c1)NC(=O)CS2
  2	5	x	3	-2	x	x	-1	1
37: COc1cccc(NC(=O)COC(=O)c2c(-c3ccccc3)noc2C)c1
  4	-2	7	-3	2	28*	-2	2	-5
38: CCCNC(=O)c1ccc(S(N)(=O)=O)cc1
  2	3	5	4	0	0	-5	3	1
39: CCCCCc1ccc(OCCCC[n+]2cccc(C)c2)c(CCCCC)c1
  4	-5	18	4	14	2	-3	4	2
40: Nc1nnc(SCC(=O)NC2CCCCC2)n1-c1ccccc1
  -5	2	1	2	-3	6	-4	-3	0
41: O=c1c2ccccc2nc(/C=C/c2cc(Br)ccc2O)n1CCO
  0	0	-17	0	-1	-16	-9	5	6
42: COc1ccc(NC(=S)NCc2cccnc2)cc1
  6	1	5	-1	-3	-4	-3	1	6
43: COc1ccc(-c2noc(CCCC(=O)NC3CCCCC3)n2)cc1
  3	3	-4	5	12	0	-1	3	11
44: CCOC(=O)CSc1ncc(OC)c(Sc2ccc(Cl)cc2)n1
  5	2	2	4	1	4	1	1	5
45: C/C(Cl)=C\Cn1c(O)c(N=NC(N)=S)c2ccccc21
  9	3	6	6	10	0	1	1	2
46: O=C(O)COc1ccccc1/C=N/NC(=O)CSc1nnc(SCc2ccccc2)s1
  3	11	2	7	-8	3	-2	3	8
47: O=C(Nc1ccccc1)Nc1cccc(-c2nnco2)c1
  3	-6	1	0	19	2	-4	-3	14
48: CCOCCCN(C)C1CCN(S(=O)(=O)c2csc(C(N)=O)c2)CC1
  2	4	-11	8	11	1	0	-3	8
49: CCOC(=O)/C(C#N)=C/c1cc(C)n(-c2ccccc2)c1C
  -1	12	-12	3	-1	-3	-4	-5	3
50: CC1=CC(C)(C)N2C(=O)C3(C(C#N)=C(N)Oc4cc(O)ccc43)c3cccc1c32 (centres undefined)
  -3	2	1	-4	1	-11	-3	0	3
51: COc1ccc(C2CC3(CC(C)(C)NC(=S)N3)Oc3cc(O)cc(C)c32)cc1OC (centres undefined)
  3	2	-2	2	1	0	-1	-1	16
52: COc1ccccc1-c1cc(C(=O)N/N=C/c2ccc(C)s2)c2ccccc2n1
  1	6	-9	3	12	-13	-12	-4	2
53: Cc1scc(C(=O)NCc2ccco2)c1-c1ccccc1
  6	14	6	1	15	-5	-4	-4	-5
54: CCCC(c1nnnn1Cc1ccc(OC)cc1)N1CCN(C(=O)c2ccco2)CC1 (centres undefined)
  2	4	0	2	-5	8	7	4	0
55: Cc1ccc(C(=O)CCC(=O)N(C)CC(=O)Nc2c(Cl)cccc2Cl)cc1
  8	-1	5	5	3	-2	0	1	6
56: NC(=O)CNC(=O)c1cccc(Cl)c1
  9	4	6	-1	-3	5	-1	0	13
57: CC(C)C(=O)NC(=S)Nc1ccc(S(=O)(=O)N(C)C)cc1
  -2	0	-1	6	15	-1	1	-2	-8
58: O=C1CC2(CCCCC2)Oc2ccc(Cl)cc21
  5	-2	4	-6	8	-5	-3	-2	11
59: CCCN=C1NC(=O)C(CC(=O)NCCc2ccccc2)S1 (centres undefined)
  8	0	2	6	-1	1	0	-2	13
60: COc1cccc(N2CCN(C(=O)CN(C)S(=O)(=O)c3ccc4c(c3)c(=O)n(C)c(=O)n4C)CC2)c1
  2	2	3	-1	12	19	8	-3	1

# Following part
# Sequence of screens: PAFAH1B2 FP inh	pPAFAH inh	GSTO1 counter	PAFAH2 inh	PREPL inhibitor	LYPLA2 counter	LYPLA1 counter	PAD4 inh	PAFAH1B3 FP inh
61: Oc1ccc(N=Nc2ccc3c(c2)OCCO3)c2cccnc12
  0	33*	-38	0	15	5	-4	-3	6
62: CC(C)c1nnc(NC(=O)C2CCN(S(=O)(=O)c3ccc(-n4cnnn4)cc3)CC2)s1
  -2	3	-4	-3	-1	4	6	0	4
63: O=C(O)c1ccc(/C=N/NC(=O)C(O)(c2ccccc2)c2ccccc2)cc1
  3	-7	6	-3	2	3	-2	-1	11
64: CN(C1=C(NC(=O)c2ccc(Cl)cc2)C(=O)c2ccccc2C1=O)c1ccccc1
  -5	20	43*	9	32	4	-5	-1	10
